High-throughput results deposited in PubChem by Sanford-Burnham Center for Chemical Genomics.
Artemis endo inh – Artemis endonuclease inhibitors, primary screen, biochemical, fluorescence intensity, FAM/BHQ-1 hairpin substrate; Protein artemis (Homo sapiens), Q96SD1; 30,000 tested, 0.78% active; inhibition, % at 10 µM; recombinant Artemis, quenched FAM hairpin cleavage fluorescence; AID 686954, 2013;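 active = at 10 µM dose, at least 30% inhibition, measured as corrected fluorescence normalized to stimulator and neutral control wells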
Target sequence (Q96SD1 whole entry, looked up): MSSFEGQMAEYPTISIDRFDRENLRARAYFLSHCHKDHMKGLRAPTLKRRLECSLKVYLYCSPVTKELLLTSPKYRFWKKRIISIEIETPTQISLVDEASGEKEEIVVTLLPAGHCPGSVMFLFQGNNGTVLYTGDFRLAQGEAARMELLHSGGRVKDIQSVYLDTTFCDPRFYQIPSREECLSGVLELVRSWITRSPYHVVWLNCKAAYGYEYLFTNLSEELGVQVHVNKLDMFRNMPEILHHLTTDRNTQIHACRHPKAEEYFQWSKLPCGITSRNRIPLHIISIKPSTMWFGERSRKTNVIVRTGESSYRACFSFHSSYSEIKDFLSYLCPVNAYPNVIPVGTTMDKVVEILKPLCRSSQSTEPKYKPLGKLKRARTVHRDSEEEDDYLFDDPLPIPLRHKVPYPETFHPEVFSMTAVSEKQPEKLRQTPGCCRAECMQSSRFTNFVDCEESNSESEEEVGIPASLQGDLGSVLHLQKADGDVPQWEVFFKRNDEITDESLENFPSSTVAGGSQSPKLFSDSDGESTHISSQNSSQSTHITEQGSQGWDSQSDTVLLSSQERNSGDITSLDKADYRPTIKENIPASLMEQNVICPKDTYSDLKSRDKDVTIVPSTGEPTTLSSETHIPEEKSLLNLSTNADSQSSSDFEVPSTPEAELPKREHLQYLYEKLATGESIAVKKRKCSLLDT
The depositor's hits bear a star.

SMILES | Artemis endo inh
COc1ccccc1N(C(=O)CNS(=O)(=O)c1ccccc1)C(C(=O)NCc1ccco1)C(C)C (stereo unspecified) | -3.0
CCC(=O)c1cc(-c2nc3ccccc3n2C)n(C)c1 | 4.2
Cc1cc(C)n(-c2nc3c(c(=O)[nH]c(=O)n3C)n2Cc2cccc(Br)c2)n1 | -5.4
COCCN1C(=O)C(CC(=O)Nc2ccc(C(C)=O)cc2)SC1=Nc1ccccc1 (stereo unspecified) | -3.8
Cc1ccc(COc2ccc(Br)cc2/C=N/O)cc1 | 15.1
Cn1c(=O)c2c(nc(N3CCCCC3)n2CCCNC2=NCCCC2)n(C)c1=O | -3.1
CCCCC1(C(=O)OCC)CC(CN2CCOCC2)OC1=O (stereo unspecified) | -0.8
COC(=O)CSc1nc(SCc2ccccc2Cl)nc2c1CCCC2 | 2.6
NC(=O)C1CCN(C(c2ccccc2Cl)c2nnnn2CC2CCCO2)CC1 (stereo unspecified) | -4.7
CCOC(=O)c1c(-c2ccccc2)cn2ccccc12 | 4.7

Shown comma-delimited: 7 of the compounds above.
compound,Artemis endo inh
COCCN1C(=O)C(CC(=O)Nc2ccc(C(C)=O)cc2)SC1=Nc1ccccc1 (stereo unspecified),-3.8
Cc1ccc(COc2ccc(Br)cc2/C=N/O)cc1,15.1
COc1ccccc1N(C(=O)CNS(=O)(=O)c1ccccc1)C(C(=O)NCc1ccco1)C(C)C (stereo unspecified),-3.0
CCC(=O)c1cc(-c2nc3ccccc3n2C)n(C)c1,4.2
CCOC(=O)c1c(-c2ccccc2)cn2ccccc12,4.7
Cn1c(=O)c2c(nc(N3CCCCC3)n2CCCNC2=NCCCC2)n(C)c1=O,-3.1
Cc1cc(C)n(-c2nc3c(c(=O)[nH]c(=O)n3C)n2Cc2cccc(Br)c2)n1,-5.4

Further structures:
SMILES | Artemis endo inh
CCSc1cc(N2CC(C)OC(C)C2)nc(-c2ccccc2Cl)n1 (stereo unspecified) | -3.5
CCCCC[n+]1ccn(-c2nc3ccccc3nc2[N-]S(=O)(=O)c2ccc(C)cc2)c1 | 10.0
CCOC(=O)N1CCN(C(=O)Nc2ccc3nc(C)c(C)nc3c2)CC1 | 6.7
Cc1ccc(S(=O)(=O)/N=C(\c2ccc(F)cc2)n2c(C)nc3ccccc32)cc1 | -0.9
Cc1cccc(N(CC(N)=O)C2SC(=O)N(c3ccccc3)C2=O)c1 (stereo unspecified) | 1.5
COc1ccccc1N1CCN(C(=O)c2cc3c(s2)CCC3)CC1 | 9.9
Oc1ccccc1Nc1ncnc2c1oc1ccccc12 | 1.5
COC(=O)c1nn(-c2ccccc2)c(Sc2ccccc2)c1/C=N/O | -0.9
CN(C)c1cccc(N=C2C=C(N3CCOCC3)CC(C)(C)C2)c1 | -1.9
COC(=O)c1ccccc1N1C(=O)[C@@H]2C(c3ccc(Br)cc3)=NO[C@@H]2C1=O | -0.7
CC(=O)N1CCc2cc(Br)cc(S(=O)(=O)NCCCN3CCCC(C)C3)c21 (stereo unspecified) | 5.1
CC(C)Oc1ccc(S(=O)(=O)N(C(C)C)C(C)C)cn1 | -1.6
COCCNC(=O)CCn1nc(-c2ccc(Cl)cc2)ccc1=O | 5.7
O=C(O)c1cn(-c2ccccc2)nc1C(=O)O | -8.9
CCOC(=O)C1=C(c2ccccc2)N=C2SCC(=O)N2C1c1ccc(OC)c(OC)c1 (stereo unspecified) | 1.0
O=C1[C@@H]2[C@H](C(=O)N1O)[C@H]1C=C[C@@H]2C1 | -0.6
O=C1NC2(CCCCC2)NN1c1ccccc1 | -0.6
FC(F)(F)c1cccc(NC(=S)Nc2ccc(Cl)cc2Cl)c1 | 5.2
O=C(CN1CCN(C(=O)c2c(F)cccc2F)CC1)Nc1ccccc1F | -7.9
Cc1nn(-c2nnc(C)c(=O)[nH]2)c(C)c1SCC(=O)Nc1ccc(C(C)C)cc1 | 4.9
CCCCNC(=O)Nc1c(C(=O)OC)[nH]c2ccc(C)cc12 | 3.5
Cc1ccc(S(=O)(=O)NCCSc2nnc(N)s2)cc1 | 3.1
CCOC(=O)CNC(=O)Cn1cnc2ccc(S(=O)(=O)N3CCC(C)CC3)cc2c1=O | 2.0
Cc1cccc(NC(=O)CCn2ccnc2C)c1 | -5.9
C/C(=N\N1CCN(C2c3ccccc3-c3ccccc32)CC1)c1cccnc1 | -10.0
COc1ccc(CCn2c(N3CCN(C)CC3)nc3c2c(=O)[nH]c(=O)n3C)cc1 | -12.8
C#CCSc1nnc(-c2ccccc2)c(=O)[nH]1 | -2.7
COc1cc(C(=O)Oc2ccc3c(c2)OCC3=O)cc(OC)c1OC | -5.0
CCNc1nc2ccccc2[nH]1 | 4.7
O=C(COc1ccc(Cl)cc1)NCc1nnc(SCC(=O)NC2CCCC2)o1 | -4.2
CN(C)CCn1c(=S)[nH]c2ccccc2c1=O | 12.5
CCC(C)Nc1nc(-c2ccc3c(c2)NC(=O)CO3)cs1 (stereo unspecified) | 11.3
C(=N\n1cnnc1)/c1cccnc1 | -10.1
c1ccc(CSc2nnc3c(n2)OC(c2ccco2)Nc2ccccc2-3)cc1 (stereo unspecified) | 27.2
CCC(c1nnnn1Cc1ccc(F)cc1)N(CCCO)Cc1cc2cc3c(cc2[nH]c1=O)OCO3 (stereo unspecified) | 1.1
Cc1nnc(SCc2cc(=O)[nH]c(N3CCN(Cc4ccccc4)CC3)n2)s1 | -15.3
CC1CCC(C(C)C)C(OCC(O)CN2CCN(Cc3ccccc3)CC2)C1 (stereo unspecified) | 3.3
COc1cccc(NS(=O)(=O)c2cc(C)sc2C)c1 | -1.3
Clc1ccccc1CSc1nnc(/C=C/c2ccccc2)o1 | -6.3
Cc1[nH]n(-c2cccc(Cl)c2)c(=O)c1C=NC12CN3CN(CN(C3)C1)C2 | 8.9
CCOc1ccc(CNC(=O)C(CC)n2nc(C)n3c(cc4occc43)c2=O)cc1OC (stereo unspecified) | -3.8
Cc1nc([N+](=O)[O-])c(Br)n1CC(=O)c1ccccc1 | -0.7
O=C(COC(=O)CNC(=O)c1ccc(Br)o1)Nc1ccc2c(c1)OCCO2 | 0.9
Cc1ccc(S(=O)(=O)N2CN(Cc3ccco3)c3nc4ccccc4nc32)cc1C | -9.0
Cc1nc2c(n1O)CCC/C2=N\O | -9.2
COc1ccc(Oc2c(Cl)cnn(-c3ccc(C)cc3)c2=O)cc1 | 3.8
CN(C)c1nc(-c2ccccc2)nnc1C(F)(F)F | -3.4
CC(C)CSc1nc2c(c(=O)[nH]c(=O)n2C)n1CC(O)COc1cccc2ccccc12 (stereo unspecified) | 5.9
O=C(CSc1nc2ccc(S(=O)(=O)N3CCOCC3)cc2[nH]1)N1CCOCC1 | -0.6
COCCN(CC(=O)NCc1ccc(OC)cc1)C(=O)CCC(=O)Nc1nccs1 | 14.2
The list continues.
SMILES | Artemis endo inh
O=C(NC1(C(F)(F)F)NC(=O)N(Cc2ccco2)C1=O)c1cccnc1 (stereo unspecified) | -6.8
O=C(COc1ncnc2scc(-c3ccc(F)cc3)c12)NCc1ccco1 | 3.5
Cc1cccc(N(CC(=O)Nc2ccc(-c3nc4ccc(C)cc4s3)cc2)S(C)(=O)=O)c1 | 4.6
C=CCn1c(N)c(C(=O)NCC2CCCO2)sc1=S (stereo unspecified) | -0.2
Cc1ccc(C)c(C(=O)Cn2ncc(Cl)c(Cl)c2=O)c1 | 3.2
Cc1ccc(S(=O)(=O)NC(CC(=O)NC2CCCC2)c2ccco2)cc1 (stereo unspecified) | -9.5
Cc1[nH]c(=O)[nH]c(=O)c1S(=O)(=O)N1CCCC(C(=O)NCCc2ccc(Cl)cc2)C1 (stereo unspecified) | -7.1
COc1cccc(C(=O)Oc2cc(-c3ccccc3)no2)c1 | -4.1
CC(=O)c1cc(C#N)c(Oc2ccc(Cl)cc2Cl)nc1C | -1.5
COC(=O)C1CSC(C(=O)OC)N1C(=O)Nc1ccc(Cl)cc1 (stereo unspecified) | 8.7

Reprinted at random: four entries already listed, in no set order.
SMILES | Artemis endo inh
O=C(NC1(C(F)(F)F)NC(=O)N(Cc2ccco2)C1=O)c1cccnc1 (stereo unspecified) | -6.8
COC(=O)C1CSC(C(=O)OC)N1C(=O)Nc1ccc(Cl)cc1 (stereo unspecified) | 8.7
Cc1cccc(N(CC(=O)Nc2ccc(-c3nc4ccc(C)cc4s3)cc2)S(C)(=O)=O)c1 | 4.6
COc1cccc(C(=O)Oc2cc(-c3ccccc3)no2)c1 | -4.1

The list continues.
SMILES | Artemis endo inh
COc1ccc(CNC(=O)CN(CC2CCCO2)C(=O)CNS(=O)(=O)c2ccccc2)cc1 (stereo unspecified) | -20.7
COc1ccccc1CC(=O)N1CCN(c2ccccn2)CC1 | -3.0
Cc1ccccc1CNC(=O)c1ccc(CSCc2ccccc2)cc1 | 1.0
O=C(CN(Cc1ccco1)C(=O)CCC(=O)Nc1ccccn1)NCCc1ccccc1 | 0.0
O=C(Nc1ccc(Br)cc1)N1CCCCCCC1 | -13.2
Cc1ccc(S(=O)(=O)NNC(=O)CCC(=O)Nc2ccc(C)c(C)c2)cc1 | -4.6
CCn1c(SCC(=O)Nc2ccccc2F)nc2c(c1=O)SC(C)C2 (stereo unspecified) | 20.0
CC1CN(C(=O)COc2ncnc3ccccc23)CC(C)O1 (stereo unspecified) | 1.6
CC(C)n1c(-c2ccco2)csc1=Nc1cccnc1 | 3.5
Cc1nccn1CC(O)COC1CCCCC1 (stereo unspecified) | -2.9
N#C/C(=C(\O)Cc1ccccc1)c1nc2ccccc2[nH]1 | -7.6
COc1cc(OC)cc(C(=O)NCc2cccnc2)c1 | 7.4
Cc1c(C)n(C)c2ccc(C(=O)Nc3cccc4ccccc34)cc12 | 11.4
COc1cccc(C2C(C#N)=C(N)Oc3cc(C)n(Cc4ccccn4)c(=O)c32)c1OC (stereo unspecified) | -1.6
CCc1cc2c(=O)n(C(C)C(=O)OC3CCCCC3)cnc2s1 (stereo unspecified) | -9.6
c1ccc(Cc2nnc3n2CCCCC3)cc1 | 0.8
CN(C)c1cccc(C(=O)Nc2cccc(F)c2)c1 | -1.5
Cn1c(N)c(C#N)c(C#N)c1-c1ccccc1 | -2.6
CCCC(C)C(=O)Nc1ccc(NC(C)=O)cc1 (stereo unspecified) | -9.1
CNC(=O)C(=O)NCCc1ccc(Cl)cc1 | -3.7
O=C(c1ccc(Cl)cc1)c1nnc(-c2ccncc2)o1 | -9.8
O=C(O)CCc1ccc(-c2ccccc2)n1CC1CCCO1 (stereo unspecified) | 0.0
CCOC(=O)Cn1c(=N)n(CCOc2cccc(C)c2)c2ccccc21 | -3.8
COc1ccc(N2CCN(CC(O)COc3ccc4c(c3)CCC4)CC2)cc1 (stereo unspecified) | 3.6
O=C1CC(c2cccc(F)c2)C2=C(CCCC2=O)N1 (stereo unspecified) | -5.6
O=C(CSc1nnc(COc2cccc3cccnc23)o1)N1CCN(C(=O)c2ccco2)CC1 | -8.1
O=C(c1coc(=O)c2ccccc12)N1CCN(Cc2ccccc2)CC1 | -2.5
CCOC(=O)Cc1[nH]nc2c1C(C1C=CCCC1)C(C#N)=C(N)O2 (stereo unspecified) | 1.1
CCOC(=O)Nc1nnc(-c2ccccc2OC)s1 | 0.4
CNC(=O)NC(=O)CSc1nc2ccccc2n1CCOC | 5.4
O=C(CSCc1ccccc1)Nc1nccs1 | -5.9
O=C(OCCN1CCCCC1)c1ccc(Cl)cc1 | -4.1
CC(C)COc1ccc(CNC(=S)N/N=C/c2ccc([N+](=O)[O-])cc2)cc1 | 6.3
CCOc1ccc(-c2nc(CSc3nnc(N)s3)cs2)cc1OC | -2.5
COC(=O)c1ccccc1NC(=O)C1COc2ccccc2O1 (stereo unspecified) | 10.4
COCC(C)Nc1ncnc2c1cnn2-c1ccc(Cl)cc1 (stereo unspecified) | -6.1
O=C(NC1CCCC1)C(c1cccs1)N(C(=O)c1ccco1)c1ccc2c(c1)OCO2 (stereo unspecified) | 6.7
Cc1ccc(NC(=O)Cn2cnc3c(cnn3C(C)(C)C)c2=O)cc1 | -9.9
CCOC(=O)C1=C(C)NC2=C(C(=O)C(C(=O)OCC)C(c3cccc(OC)c3)C2)C1c1ccccn1 (stereo unspecified) | -2.1
Cc1ccsc1C1CC(=O)NC2=C1C(=O)CC(C)(C)C2 (stereo unspecified) | -4.2
O=C(Cc1coc2ccc3ccccc3c12)Nc1nnc(C2CC2)s1 | -0.6
COC(=O)c1ccccc1NC(=O)CSc1n[nH]c(CC(C)C)n1 | -2.1
CCCCSc1nc2ccccc2n1CC(=O)O | 3.3
OC1CCN(c2ncnc3c2nnn3Cc2c(F)cccc2Cl)CC1 | 1.0
c1ccc(-c2nnc3sc(-c4csc5c4CCCC5)nn23)cc1 | 32.2*
COc1cccc2cc(C(=O)N3CCN(C45CC6CC(CC(C6)C4)C5)CC3)c(=O)oc12 | 5.1
COc1cc(C2Nc3ccc4ncccc4c3C3=C2C(=O)CCC3)ccc1O (stereo unspecified) | 5.5
O=C1CC(c2ccccc2)CC(O)=C1C=NCCCO (stereo unspecified) | -11.5
CS(=O)(=O)c1cccc(C(=O)NC(c2ccccc2)c2ccccc2)c1 | 11.3
O=C(NCCCN1CCN(c2ccccc2)CC1)Nc1ccccc1C(F)(F)F | 8.1
The list goes on:
SMILES | Artemis endo inh
O=C(Oc1ccc(-c2nc(-c3ccccn3)no2)cc1)c1ccccc1 | 1.8
CNC(=O)c1sccc1SCc1ccc(Cl)cc1Cl | -4.5
O=C(/C=C/NNC(=O)c1cccc(Br)c1)c1ccccc1 | 12.3
Cc1ccc(C2C(C#N)=C(N)Oc3c2c(=O)n(C)c(=O)n3C)cc1 (stereo unspecified) | 0.3
CC(C)(C)OC(=O)N1CCCC1C(=O)N1CCCC1C(=O)N1CCCC1C(=O)O (stereo unspecified) | 3.4
CCc1c(C(=O)NNC(=S)NCCc2ccccc2)csc1C | 0.4
O=C(NCCNC(=O)c1ccc(Br)o1)c1ccc(Br)o1 | 6.2
Cc1ccc(/C=C/C2=NN(Cc3ccc(Cl)c(Cl)c3)C(=O)CC2)cc1 | 4.0
CN1CCN(S(=O)(=O)c2ccc(NC(=S)NC(=O)c3ccc(Cl)cc3)cc2)CC1 | 16.5
CCOC(=O)C1=C(N)OC2=C(C(=O)CC(C)(C)C2)C1C1CCCCC1 (stereo unspecified) | -2.4
CN(CCOc1ccccc1)c1ccc(S(=O)(=O)N2CCCCC2)cn1 | 4.5

The list is partial. The share of hits here may be higher or lower than overall.
